High-throughput results from PubChem.
Nrf2 inh = Nrf2 qHTS screen for inhibitors. A549 ARE-Fluc reporter, luciferase luminescence, 18-24 h. Potency, µM (series often up to 46 µM), for the others: top-dose activity change, negative = inhibition, actives largely listed as inhibitors. 360,000 compounds, 2.1% hits; note: % is set by controls: 0 for no effect and ±100 for the full control effect; nearly all actives have a fitted effect of over 60% in size
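Nrf2 function is reported as luminescence of an ARE-controlled luciferase in A549 cells. Compounds were tested at several concentrations, and a CellTiter-Fluor read on the same wells flagged cytotoxicity.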
TGFb SMAD3 inh = qHTS for Inhibitors of TGF-b; HepG2 CAGA-GFP TGF-b/SMAD3 reporter, GFP fluorescence, 18 h; TGF-beta stimulated, 500 pg/mL final; Potency, µM (top dose mostly 46.1 µM), for inactives: at the top dose activity, negative = inhibition, actives largely listed as inhibitors; 410,000 compounds, 1.2% hits; AID 588855, 2011; note: % is set by controls: 0 for no effect and ±100 for the full control effect; nearly all actives have a fitted effect of over 65% in size
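HEPG2 CAGA-GFP reporter cells (1000/well, DMEM with 1% FBS) received compounds, then recombinant TGF-beta at 500 pg/mL final for 18 hours at 37 degrees C. Per-cell GFP summed per well was normalised to unstimulated and stimulated DMSO controls before curve fitting.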
ATXN2 expr inh = Primary qHTS for Inhibitors of ATXN expression. HEK-293 ATXN2-luciferase reporter, luminescence, 24 h. Potency, µM (top dose mostly 57 µM), inactives show at the top dose activity change, negative = inhibition, actives largely listed as inhibitors. 360,000 compounds, 0.72% hits. AID 1745845, 2022; note: % is set by controls: 0 for no effect and ±100 for the full control effect; nearly all actives have a fitted effect of over 55% in size
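qHTS (up to 57 uM final) was run with 24 h compound exposure of reporter cells at 37 °C. Each well was multiplexed: SteadyGlo luminescence measured ATXN2-luciferase expression after a fluorogenic Gly-Phe-AFC viability readout (25 uM final).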
MCF10A rerep = A quantitative high throughput screen for small molecules that induce DNA re-replication in MCF 10a normal breast cells; MCF 10A DNA re-replication, Hoechst nuclear intensity, 48 h; AID 624296, 2012; Potency, µM (highest dose often 46.1 µM), inactives show top-dose activity, positive = re-replication, usual class: activators; 350,000 compounds, 2.9% hits; note: % of control where 0% means no effect; nearly all actives have a fitted effect of over 50% in size
HepG2 viability = qHTS for Inhibitors of TGF-b: Cytotox Counterscreen; HepG2 CAGA-GFP viability, ATP luminescence, 18 h; Potency, µM (doses to about 46.1 µM), for inactives: at the highest dose activity change, negative = cytotoxicity, usual class: cytotoxic; 410,000 compounds, 0.76% hits; note: some results filed as inactive show a strong effect at the top dose
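HepG2 CAGA-GFP cells (1000/well, DMEM with 1% FBS) received compound, then TGF-beta at 500 pg/mL final, and were incubated 18 hours at 37 degrees C. Viability was read by CellTiter-Glo luminescence. Media-only wells were set as complete cell-killing and DMSO as no toxicity.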
EPAC2 antagonist = qHTS for Antagonist of cAMP-regulated guanine nucleotide exchange factor 2 (EPAC2): primary screen; 360,000 compounds, 0.18% hits; Potency, µM (highest dose often 114 µM), without a hit: at the top dose activity, negative = inhibition, actives largely listed as inhibitors; Rap guanine nucleotide exchange factor 4 (Homo sapiens), Q8WZA2; EPAC2 GEF exchange of Rap1B-BODIPY-GDP, fluorescence; note: % is set by controls: 0 for no effect and ±100 for the full control effect; nearly all actives have a fitted effect of over 45% in size; many of its hits are not listed in these tables
Target sequence (Q8WZA2 whole entry, looked up): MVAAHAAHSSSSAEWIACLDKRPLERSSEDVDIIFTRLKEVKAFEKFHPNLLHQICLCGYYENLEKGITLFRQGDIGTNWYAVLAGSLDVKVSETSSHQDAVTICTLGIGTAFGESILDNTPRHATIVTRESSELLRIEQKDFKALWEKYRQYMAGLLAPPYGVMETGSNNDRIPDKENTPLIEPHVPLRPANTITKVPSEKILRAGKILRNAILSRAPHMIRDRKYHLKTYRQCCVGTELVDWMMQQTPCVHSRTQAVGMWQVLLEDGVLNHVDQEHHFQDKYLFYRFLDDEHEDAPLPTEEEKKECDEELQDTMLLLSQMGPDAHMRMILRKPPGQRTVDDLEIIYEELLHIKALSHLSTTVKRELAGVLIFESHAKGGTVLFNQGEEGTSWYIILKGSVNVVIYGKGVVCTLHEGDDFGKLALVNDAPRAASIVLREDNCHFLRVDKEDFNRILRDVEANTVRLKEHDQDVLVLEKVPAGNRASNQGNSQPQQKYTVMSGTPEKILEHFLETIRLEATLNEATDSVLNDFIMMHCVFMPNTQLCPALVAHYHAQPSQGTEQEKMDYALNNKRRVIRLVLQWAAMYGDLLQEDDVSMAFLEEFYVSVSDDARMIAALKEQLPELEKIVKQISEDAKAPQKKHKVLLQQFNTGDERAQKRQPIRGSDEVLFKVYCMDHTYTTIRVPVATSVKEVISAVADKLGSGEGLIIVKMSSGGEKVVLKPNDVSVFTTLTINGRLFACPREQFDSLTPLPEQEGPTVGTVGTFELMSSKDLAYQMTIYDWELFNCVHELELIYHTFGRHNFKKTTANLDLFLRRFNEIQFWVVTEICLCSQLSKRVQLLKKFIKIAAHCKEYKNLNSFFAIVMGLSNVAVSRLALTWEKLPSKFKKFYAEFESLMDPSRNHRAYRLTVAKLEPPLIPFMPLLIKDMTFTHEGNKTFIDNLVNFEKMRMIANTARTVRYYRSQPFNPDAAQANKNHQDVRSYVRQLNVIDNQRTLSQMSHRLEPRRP
Nrf2 activator = qHTS of Nrf2 Activators; AREc32 ARE-luciferase reporter (MCF7-derived line), luminescence, 24 h; Potency, µM (titrated, usually from 46.1 µM), without a hit: at the highest dose activation, actives largely listed as activators; 410,000 compounds, 0.31% hits; note: % of control where 0% means no effect; nearly all actives have a fitted effect of over 65% in size
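Quantitative high-throughput format: AREc32 reporter cells, 1000 per well, received compound by pin transfer and were incubated 24 hr at 37 deg C, 5% CO2, before Steady-Glo luminescence detection.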
S2 tox = Viability Counterscreen for Primary qHTS for Inhibitors of ATXN expression; S2 cells (HEK-293 line with an ATXN2-luciferase reporter) viability, CellTiter-Fluor protease fluorescence, 24 h; Potency, µM (titrated, usually from 56.7 µM), actives largely listed as cytotoxic; 400,000 compounds, 0.49% hits; AID 651635, 2014; note: nearly all actives have a fitted effect of over 40% in size
A549 tox = Nrf2 qHTS screen for inhibitors: counterscreen for cytotoxicity; A549 ARE-Fluc cells, CellTiter-Fluor viability, 18-24 h; Potency, µM (series often up to 46 µM), for inactives: at the top dose activity change, negative = cytotoxicity, hits mostly inhibitors; 390,000 compounds, 0.16% hits; AID 504648, 2011; note: % is set by controls: 0 for no effect and ±100 for the full control effect
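A549 ARE_Fluc cells in 5% FBS OPTI-MEM were exposed to compounds in concentration-response for 18-24 h at 37 deg C. Viability was read by CellTiter-Fluor fluorescence (Ex 405/Em 525) after 30 min, before the luciferase read.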
* = called active by the depositor; & = joins results of further samples; [ ] = another dose, or the depositor's remark. Calls come from the whole dose curve; as a rule, active = well fitted curve in the direction sought with a large enough effect; inconclusive = small, poorly fitted or top-dose-only effect, or another doubt; inactive = no such curve, though single readings can be large; an effect the other way counts as inactive or inconclusive. Potency is the fitted concentration of half-maximal effect. Not all compounds are listed (hit frequency here may not be typical).

`CCCCC(=O)Nc1cc(C)c2c(=O)oc3ccccc3c2n1` gave Nrf2 inh 12.9%, TGFb SMAD3 inh -1.3%, ATXN2 expr inh 2.0%, MCF10A rerep -11.7%, HepG2 viability 0.7%, EPAC2 antagonist 8.8%, Nrf2 activator 27.6%, S2 tox inactive and A549 tox -0.6%.
For CC1(C)CC(=O)C(C=NC(CCC(N)=O)C(=O)O)=C(O)C1 (configuration not stated) the results were Nrf2 inh -6.5%, TGFb SMAD3 inh -6.8%, ATXN2 expr inh 6.6%, MCF10A rerep -3.1%, HepG2 viability -12.7%, EPAC2 antagonist 3.2%, Nrf2 activator 0.4%, S2 tox inactive and A549 tox -2.4%.
Cc1c(N=C2SCC(=O)N2/N=C\c2ccc(Br)cc2)c(=O)n(-c2ccccc2)n1C was read as Nrf2 inh -0.8%, TGFb SMAD3 inh -1.9%, ATXN2 expr inh -23.7%, MCF10A rerep inconclusive, HepG2 viability -6.7%, EPAC2 antagonist 2.5%, Nrf2 activator 4.2%, S2 tox inactive and A549 tox 1.5%.
O=C(O)CCCn1cc(NC(=O)c2c(F)cccc2F)cn1 was read as Nrf2 inh 4.1%, TGFb SMAD3 inh -1.5%, ATXN2 expr inh 10.7%, MCF10A rerep -1.3%, HepG2 viability 1.9%, EPAC2 antagonist 0.9%, Nrf2 activator -0.3%, S2 tox inactive and A549 tox -0.6%.
Cc1cc(C)nc(SCC(=O)N/N=C/c2cccnc2)n1 was read as Nrf2 inh 0.6%, TGFb SMAD3 inh 6.8%, ATXN2 expr inh 5.4%, MCF10A rerep 16.7%, HepG2 viability 3.6%, EPAC2 antagonist 2.0%, Nrf2 activator 0.3%, S2 tox inactive and A549 tox -2.2%.
Screening COc1ccc(OC)c(NC(=O)Nc2c(O)ccc3ccccc23)c1 returned Nrf2 inh 2.0%, TGFb SMAD3 inh inconclusive, MCF10A rerep inconclusive, HepG2 viability -41.3%, EPAC2 antagonist -9.8%, Nrf2 activator -0.5%, S2 tox inactive and A549 tox -1.0%.
Screening CCS(=O)(=O)Nc1cccc(-c2nc3cccnc3s2)c1 returned Nrf2 inh inconclusive, TGFb SMAD3 inh -12.8%, MCF10A rerep -3.3%, HepG2 viability -26.7%, EPAC2 antagonist 7.9%, Nrf2 activator 20.0%, S2 tox inactive and A549 tox 15.2%.
COc1cccc(C(=O)Nc2c3c(nn2-c2ccc(Cl)cc2)CS(=O)(=O)C3)c1OC was read as Nrf2 inh inconclusive, TGFb SMAD3 inh 14.5%, ATXN2 expr inh -7.1%, MCF10A rerep 0.1%, HepG2 viability -16.8%, EPAC2 antagonist 2.3%, Nrf2 activator 0.0%, S2 tox inactive and A549 tox -4.3%.
Screening CCn1c2ccc(F)cc2c2nnc(SCCN3CCCCC3)nc21 returned Nrf2 inh 23.1%&17.6%, TGFb SMAD3 inh inconclusive, ATXN2 expr inh -16.0%&-24.2%, MCF10A rerep 15.0%, HepG2 viability -7.5%&-19.2%, EPAC2 antagonist 0.4%, Nrf2 activator 10.7%&8.7%, S2 tox inactive and A549 tox -1.2%&-0.7%.
Screening COc1cc(NC(=O)CCc2nnc3ccc(N4CCN(C)CC4)nn23)cc(OC)c1 returned Nrf2 inh -16.6%, TGFb SMAD3 inh 0.4%, ATXN2 expr inh -0.3%, MCF10A rerep 4.4%, HepG2 viability 4.0%, EPAC2 antagonist -2.0%, Nrf2 activator -1.8%, S2 tox inactive and A549 tox 2.5%.
COC(=O)[C@]12CCCCC=C1N(Cc1ccco1)C(=O)[C@H](CC(=O)NCc1cccc3ccccc13)C2 was read as ATXN2 expr inh -2.0%, EPAC2 antagonist inconclusive, Nrf2 activator 12.6% and S2 tox inactive.
For COc1cccc2c1OC1(CCN(C(C)C)CC1)N1N=C(c3cccnc3)CC21 (configuration not stated) the results were Nrf2 inh -12.6%, TGFb SMAD3 inh 17.9%, ATXN2 expr inh 41.7%[activator], MCF10A rerep 7.4%, HepG2 viability -8.5%, EPAC2 antagonist 7.6%, Nrf2 activator 9.4%, S2 tox inactive and A549 tox -1.0%.
Cc1nc2c(C(=O)NCc3ccccc3)cnn2c(C)c1Cc1ccc(F)cc1 was read as TGFb SMAD3 inh -1.3%, ATXN2 expr inh 4.2%, HepG2 viability -13.7%, Nrf2 activator 1.1%, S2 tox inactive and A549 tox inconclusive.
For O=C(Nc1cc(Cl)ccc1Oc1ccccc1)c1ccccc1F the results were Nrf2 inh 13.4%, TGFb SMAD3 inh 2.3%, ATXN2 expr inh 1.2%, MCF10A rerep 13.2%, HepG2 viability 12.8%, EPAC2 antagonist -0.9%, Nrf2 activator 1.8%, S2 tox inactive and A549 tox 14.7%.
For COc1cc(S(=O)(=O)n2cnc(C)c2)ccc1Cl the results were Nrf2 inh 10.3%, TGFb SMAD3 inh -0.2%, ATXN2 expr inh 3.1%, MCF10A rerep -5.6%, HepG2 viability -2.7%, EPAC2 antagonist -15.1%, Nrf2 activator 5.5%, S2 tox inactive and A549 tox 1.3%.
`COc1ccc(C(=O)C[n+]2cccc(C(N)=O)c2)cc1` gave Nrf2 inh 19.2%, TGFb SMAD3 inh -3.7%, MCF10A rerep -4.6%, HepG2 viability -0.6%, EPAC2 antagonist 15.9%, Nrf2 activator 0.1%, S2 tox inactive and A549 tox 3.0%.
For Clc1ccc(Nc2nc3ccccc3n3nnnc23)cc1 the results were TGFb SMAD3 inh -6.2%, ATXN2 expr inh -0.5%, MCF10A rerep inconclusive, HepG2 viability 1.6%, EPAC2 antagonist 6.6%, Nrf2 activator 1.0%, S2 tox inactive and A549 tox -1.9%.
CCCc1nc2c3ccccc3ccn2c1Cc1ccccc1C(F)(F)F was read as TGFb SMAD3 inh inconclusive, ATXN2 expr inh inconclusive, HepG2 viability -74.2%, EPAC2 antagonist -21.5%, Nrf2 activator 10.7% and S2 tox inconclusive.
COC(=O)C1=CCCCC(O)=C1C(=O)OC was read as TGFb SMAD3 inh -11.5%, HepG2 viability -3.6%, EPAC2 antagonist 4.2%, Nrf2 activator -0.3% and S2 tox inactive.
`Cc1ccccc1NC(=O)C1c2ccccc2Oc2ccccc21` gave Nrf2 inh 13.0%, TGFb SMAD3 inh -0.1%, ATXN2 expr inh 5.2%, MCF10A rerep -6.4%, HepG2 viability 6.4%, EPAC2 antagonist 1.6%, Nrf2 activator -0.1%, S2 tox inactive and A549 tox 6.2%.
`Cc1cc(NC(=O)CCC(=O)N(CCc2ccccc2)C(C(=O)NC2CCCC2)c2ccco2)no1` (configuration not stated) gave Nrf2 inh -8.9%, TGFb SMAD3 inh -0.9%, ATXN2 expr inh -9.7%, MCF10A rerep -4.0%, HepG2 viability -12.2%, EPAC2 antagonist -0.7%, Nrf2 activator 3.8%, S2 tox inactive and A549 tox 1.3%.
For Cc1ccc(OCC(=O)N2CCN(S(=O)(=O)c3ccccc3[N+](=O)[O-])CC2)cc1 the results were Nrf2 inh -7.2%, TGFb SMAD3 inh -0.4%, ATXN2 expr inh -3.8%, MCF10A rerep 0.0%, HepG2 viability -0.5%, EPAC2 antagonist -10.6%, Nrf2 activator 2.7%, S2 tox inactive and A549 tox -1.2%.
`Oc1[nH]c2ccccc2c1/C=N/N1CCCCC1` gave Nrf2 inh -2.1%, TGFb SMAD3 inh -8.7%, ATXN2 expr inh 15.5%, MCF10A rerep 4.1%, HepG2 viability -25.4%, EPAC2 antagonist 1.0%, Nrf2 activator 11.0%, S2 tox inactive and A549 tox 2.6%.
CCCC(=O)Nc1nnc(SCC(=O)Nc2ccc3c(c2)OCCO3)s1 was read as Nrf2 inh -9.0%, TGFb SMAD3 inh -16.5%, ATXN2 expr inh -25.5%, MCF10A rerep 6.4%, HepG2 viability -26.5%, EPAC2 antagonist -1.9%, Nrf2 activator -0.6%, S2 tox inactive and A549 tox -10.1%.
Screening CC(=O)N/C(=C\c1ccc(F)cc1)C(=O)OCc1ccccc1 returned Nrf2 inh -11.1%, TGFb SMAD3 inh -11.1%, ATXN2 expr inh -15.1%, MCF10A rerep -11.9%, HepG2 viability -24.3%, EPAC2 antagonist -3.2%, Nrf2 activator 2.4%, S2 tox inactive and A549 tox 1.0%.
For Cc1ccc(S(=O)(=O)NCc2ccc(C(=O)NC3CCC(O)CC3)cc2)cc1C (configuration not stated) the results were Nrf2 inh -13.1%, TGFb SMAD3 inh 10.9%, ATXN2 expr inh -1.3%, MCF10A rerep inconclusive, HepG2 viability -17.5%, EPAC2 antagonist 1.9%, Nrf2 activator -0.2%, S2 tox inactive and A549 tox 0.4%.
Screening COc1ccc(NC2C=CS(=O)(=O)C2)cc1 (configuration not stated) returned Nrf2 inh -7.5%, TGFb SMAD3 inh -0.2%, ATXN2 expr inh 8.2%, MCF10A rerep 6.4%, HepG2 viability -0.5%, EPAC2 antagonist 14.8%, Nrf2 activator 2.4%, S2 tox inactive and A549 tox 0.0%.
For O=Cc1cccc(OCc2cn(CC(=O)c3ccc(O)cc3)nn2)c1 the results were TGFb SMAD3 inh 1.6%, ATXN2 expr inh 2.3%, HepG2 viability 6.0%, EPAC2 antagonist 7.4%, Nrf2 activator -0.9% and S2 tox inactive.
O=C1C2C3CC4C5C3C1C5C1(SCCS1)C42 (configuration not stated) was read as TGFb SMAD3 inh 13.8%, ATXN2 expr inh 7.9%, HepG2 viability -1.2%, EPAC2 antagonist -14.5%, Nrf2 activator 0.4% and S2 tox inactive.
Screening CNC(=O)c1[nH]cnc1C(=O)Nc1ccc(F)cc1 returned Nrf2 inh -27.6%, TGFb SMAD3 inh 13.7%, ATXN2 expr inh 7.3%, MCF10A rerep 10.4%, HepG2 viability 0.3%, EPAC2 antagonist -2.1%, Nrf2 activator 0.6%, S2 tox inactive and A549 tox 1.6%.
